Bioassay records from PubChem.
Pol kappa inh – qHTS for Inhibitors of Polymerase Kappa | DNA polymerase kappa (Homo sapiens), Q9UBT6 | AID 588579, 2011 | 400,000 tested, 0.53% active | Potency, µM (doses to about 107 µM), inactives show top-dose activity, negative = inhibition, usual class: inhibitors | purified Pol kappa, fluorescent DNA synthesis assay, 10 min; note: % is set by controls: 0 for no effect and ±100 for the full control effect
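10 nM Pol kappa was preincubated with compounds for 15 min at room temperature. Reaction started with 50 nM (final) substrate. Fluorescence read kinetically at 0 and 10 min.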
APE1 inh – qHTS Assay for Inhibitors of the Human Apurinic/apyrimidinic Endonuclease 1 (APE1); DNA repair nuclease/redox regulator APEX1 (Homo sapiens), P27695; recombinant APE1, TAMRA/BHQ-2 abasic DNA cleavage fluorescence; Potency, µM (top dose mostly 65.8 µM), inactives show top-dose activity change, negative = inhibition, most hits filed as inhibitors; 350,000 tested, 0.35% active; AID 2517, 2012;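 note: plate controls were vehicle for no effect and reference inhibitor for full effect; nearly all actives have a fitted effect of over 55% in size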
Target sequence (P27695 whole entry, looked up): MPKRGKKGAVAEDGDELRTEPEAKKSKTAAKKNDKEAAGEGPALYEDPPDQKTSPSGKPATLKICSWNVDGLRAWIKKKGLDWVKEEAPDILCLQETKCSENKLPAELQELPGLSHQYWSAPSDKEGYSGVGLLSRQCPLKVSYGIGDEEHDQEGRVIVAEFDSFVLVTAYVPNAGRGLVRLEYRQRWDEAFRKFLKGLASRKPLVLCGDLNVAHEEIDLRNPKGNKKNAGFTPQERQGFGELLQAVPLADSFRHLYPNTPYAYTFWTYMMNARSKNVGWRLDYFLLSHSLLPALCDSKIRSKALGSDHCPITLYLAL
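Enzyme (0.75 nM final) and test compound are incubated 15 min at room temperature before adding 50 nM quenched THF abasic-site duplex. Cleavage dequenches TAMRA, followed at 525/598 nm over three reads one minute apart.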
Pol beta inh – qHTS Assay for Inhibitors of DNA Polymerase Beta | 340,000 tested, 1.3% active | P06746 | Pol beta primer extension/strand displacement, fluorescence kinetic | Potency, µM (series often up to 114 µM), inactives show top-dose activity change, negative = inhibition, usual class: inhibitors; note: % is set by controls: 0 for no effect and ±100 for the full control effect
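Reaction started by 50 nM substrate onto compound-treated Pol beta (10 nM, 15 min preincubation, room temperature); plates read at 0 min and 10 min. Normalized concentration-effect data fitted by four-parameter Hill equation.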
Apoferritin bind – qHTS Assay for Identification of Novel General Anesthetics; Ferritin light chain (Equus caballus), P02791; apoferritin/1-aminoanthracene competitive binding, fluorescence; Potency, µM (highest dose often 77.5 µM), inactives show at the highest dose activity change, negative = displacement, hits mostly inhibitors; 350,000 tested, 0.074% active; AID 485281, 2010; note: % is set by controls: 0 for no effect and ±100 for the full control effect; nearly all actives have a fitted effect of over 20% in size
Target sequence (P02791 2-175 limits assumed): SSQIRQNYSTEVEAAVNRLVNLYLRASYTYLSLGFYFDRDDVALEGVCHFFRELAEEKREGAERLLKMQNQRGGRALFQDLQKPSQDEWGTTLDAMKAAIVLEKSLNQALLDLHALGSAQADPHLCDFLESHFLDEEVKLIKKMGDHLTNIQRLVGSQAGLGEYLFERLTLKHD
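Read-out: endpoint 1-AMA fluorescence, excitation 380 nm and emission 535 nm, after compounds sit 10 min at room temperature with 10 uM horse-spleen apoferritin in 50% saturated 1-AMA/PBS. Values come from four-parameter Hill fits.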
POLI inh – qHTS for Inhibitors of Polymerase Iota. DNA polymerase iota (Homo sapiens), Q9UNA4. Pol iota fluorescent replication assay, 10 min. Potency, µM (highest dose often 115 µM), for the others: at the highest dose activity, negative = inhibition, hits mostly inhibitors. 390,000 tested, 1% active
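Pol iota at 10 nM preincubated 15 min with compounds at room temperature; reaction started with fluorescent substrate, 50 nM final. Fluorescence read kinetically at 0 and 10 min; buffer-only wells as negative control.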
BAZ2B block – qHTS Assay for Inhibitors of BAZ2B; 360,000 tested, 4.4% active; AID 504333, 2011; Bromodomain adjacent to zinc finger domain protein 2B (Homo sapiens), Q9UIF8; Potency, µM (top dose mostly 114 µM), without a hit: at the highest dose activity change, negative = inhibition, hits mostly inhibitors; AlphaScreen BAZ2B-H3K14Ac peptide displacement; note: % is set by controls: 0 for no effect and ±100 for the full control effect; nearly all actives have a fitted effect of over 60% in size
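AlphaScreen luminescence quantifies BAZ2B engagement of H3K14Ac peptide; the protein and biotinylated peptide are both at 50 nM final, buffer PBS pH 7.4 with 0.01% Tween-20, all steps at room temperature.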
Pol eta inh – qHTS for Inhibitors of Polymerase Eta; DNA polymerase eta (Homo sapiens), Q9Y253; recombinant Pol eta, fluorescent DNA replication assay; Potency, µM (highest dose often 114 µM), without a hit: top-dose activity change, negative = inhibition, hits mostly inhibitors; 390,000 tested, 1.2% active; AID 588591, 2011; note: % is set by controls: 0 for no effect and ±100 for the full control effect
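Pol eta at 10 nM preincubated with compounds 15 min at room temperature; reaction started with fluorescent substrate (50 nM final) and read kinetically at 0 and 10 min.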
BLM helicase inh – qHTS Assay for Inhibitors of Bloom's syndrome helicase (BLM); Potency, µM (titrated, usually from 56.1 µM), without a hit: at the highest dose activity change, negative = inhibition, usual class: inhibitors; AID 2528, 2010; RecQ-like DNA helicase BLM (Homo sapiens), P54132; 350,000 tested, 0.2% active; recombinant BLM DNA unwinding, fluorescence dequenching;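 note: plate controls were vehicle for no effect and no enzyme for full effect; nearly all actives have a fitted effect of over 35% in size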
G9a block – qHTS Assay for Inhibitors of Histone Lysine Methyltransferase G9a; G9a H3K9 monomethylation, AlphaScreen, 2 h; AID 504332, 2011; 350,000 tested, 8.8% active; Potency, µM (top dose mostly 102 µM), for the others: at the highest dose activity, negative = inhibition, usual class: inhibitors; Histone-lysine N-methyltransferase EHMT2 (Homo sapiens), Q96KQ7; note: % is set by controls: 0 for no effect and ±100 for the full control effect; nearly all actives have a fitted effect of over 75% in size
Target sequence (Q96KQ7 913-1193 limits assumed): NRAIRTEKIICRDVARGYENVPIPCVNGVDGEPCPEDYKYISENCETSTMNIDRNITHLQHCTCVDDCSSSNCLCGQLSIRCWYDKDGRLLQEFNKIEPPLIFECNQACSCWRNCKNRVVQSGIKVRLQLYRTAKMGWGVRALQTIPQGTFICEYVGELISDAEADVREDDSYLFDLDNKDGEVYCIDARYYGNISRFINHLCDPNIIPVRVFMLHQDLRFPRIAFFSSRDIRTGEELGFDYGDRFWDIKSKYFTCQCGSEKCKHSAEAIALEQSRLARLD
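Using a bead-based AlphaScreen, monomethylated H3K9 product from 2 h room-temperature reactions (G9a 20 nM, peptide 500 nM, SAM 20 uM) was detected with 0.5 ug/mL rabbit anti-H3K9me1 antibody.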
* = called active by the depositor; u = inconclusive; x = no result given; & = joins results of further samples; [ ] = remark or other dose. Calls come from the whole dose curve; as a rule, active = well fitted curve in the direction sought with a large enough effect; inconclusive = small, poorly fitted or top-dose-only effect, or another doubt; inactive = no such curve, though single readings can be large; an effect the other way counts as inactive or inconclusive. Potency is the fitted concentration of half-maximal effect. This is a subset. The share of hits here may be higher or lower than overall.

Each structure is followed by: Pol kappa inh, APE1 inh, Pol beta inh, Apoferritin bind, POLI inh, BAZ2B block, Pol eta inh, BLM helicase inh, G9a block
- CN1CCC(C2(O)c3ccccc3CCc3ccccc32)CC1
→ -10%, 5%, 12%, -12%, 6%, -28%, -18%, 12%, 5%[59 µM]
- Cc1ccc(-n2c(SCC(=O)N3CCN(c4ccccn4)CC3)nnc2N2CCCC2)cc1
→ -14%, -1%, x, x, 19%, 0%, u, x, -5%[59 µM]
- O=C1OCCC1Sc1nnc(-c2ccccc2Cl)n1Cc1ccccc1 (configuration not stated)
→ -1%, 2%, 5%, -2%, -6%, -3%, -1%, 1%, -16%[59 µM]
- Cc1cc(C)c2[nH]c(=O)c(CN(CC3CCCO3)C(=O)c3cnccn3)cc2c1 (configuration not stated)
→ -4%, -3%, -2%, -7%, 10%, -5%, -9%, -1%, -33%
- CCCOc1ccc(C2c3c(oc4ccccc4c3=O)C(=O)N2c2ccc(C)cn2)cc1OCC (configuration not stated)
→ -4%, x, -15%, 1%, 22%, 6%, 11%, -1%, 10%[59 µM]
- S=c1[nH]cc(-c2ccc(Cl)cc2)n1Cc1ccccc1
→ 8%, 5%, 7%, 24%, -16%, -10%, 25%, 1%, u
- CN(CC(=O)Nc1ccc(F)cc1)C(=O)c1ccc(-c2ccc(Cl)cc2)o1
→ -13%, -17%, 0%, u, 8%, u, -8%, -5%, 79µM*
- O=C(c1cc(COc2cccc(C(F)(F)F)c2)on1)N1C[C@H]2CC[C@H]1C2
→ -11%, 4%, -2%, u, -3%, 10%, -25%, -5%, 56%
- CCS(=O)(=O)N1Cc2ccccc2CC1C(=O)Nc1nc2ccc(C)cc2s1 (configuration not stated)
→ -13%, 3%, 7%, -16%, -7%, -24%, -16%, -18%, u
- N=C(N)S/C=C\C(=O)O
→ 6%&-10%[19.4 µM], u, x, -8%, x, x, x, -1%, 25µM*
- Cc1csc(NC(=O)C2C3C=CC(O3)C2C(=O)O)n1 (configuration not stated)
→ -6%, 0%, -25%, 0%, 16%, -30%, -2%, -1%, u
- NC(=O)CSc1nnc(-c2cccnc2)n1CCc1ccccc1
→ 5%, -1%, -23%, -5%, 20%, 7%, -5%, 0%, -5%[2.33 µM]
- CCc1sc(C(=O)Nc2ncccc2O)cc1C
→ -9%, u, -100%, -14%, -1%, 50µM*, -6%, -25%, 35µM*
- Cc1ccc(NC(=O)COC(=O)C2C3CC4OC(=O)C2C4C3)cc1Cl (configuration not stated)
→ -13%, 46%[activator], 3%, 2%, 0%, -1%, 3%, -4%, u
- Cc1cc(Cl)c(S(=O)(=O)Nc2ccc3c(c2)OCO3)cc1OCC(N)=O
→ -1%, -2%, 25%, -10%, u, 10%, -9%, -4%, -10%[12.7 µM]
- COc1ccc(N2CCN(S(=O)(=O)c3ccc4c(c3)NC(=O)C(C)S4)CC2)cc1 (configuration not stated)
→ -11%, 6%, 13%, -21%, 44%, u, -20%, -9%, -9%
- CCOc1ccc(S(=O)(=O)N2CCCC(C(=O)NC3CCCC3)C2)cc1 (configuration not stated)
→ 0%, 9%, -23%, -2%, -4%, 4%, -7%, 0%, 29%
- CCOC(=O)c1c(C)oc2nc(C)nc(NCCc3ccc(OC)c(OC)c3)c12
→ 1%, x, 7%, -4%, 14%, -8%[57.1 µM], -17%, 3%, -34%[59 µM]
- Cn1c(SCC(N)=O)nnc1C1CCN(C(=O)NC2CCCCC2)CC1
→ -13%, 16%, 12%, 39%[activator], 16%, -2%, 0%, -4%, -21%
- COc1cccc(N2C(=NC(=O)CCC3CCCC3)SC3CS(=O)(=O)CC32)c1 (configuration not stated)
→ 8%, -11%, -2%, 6%, -1%, -15%[57.1 µM], -4%, -3%, 24%
- COC(=O)c1c(N)n(-c2ccc(OC)c(Cl)c2)c2nc3ccccc3nc12
→ 0%, x, 2%, 50%[activator], 31%[activator], 2%, -10%, -5%, -22%[59 µM]
- CCn1cc(C(=O)N(CCCN2CCOCC2)Cc2ccco2)c(=O)c2ccc(C)nc21
→ -2%, 4%, 1%, -5%, 21%, 0%, -18%, -2%, -33%[59 µM]
- Cc1ccc(S(=O)(=O)NCC(=O)N(CC(=O)NC2CCCC2)c2ccc3c(c2)OCCO3)cc1
→ -3%, 13%, -1%, -15%, -3%, 10%, -6%, -3%, -2%[59 µM]
- O=C1CC(N2CCN(c3ccccn3)CC2)C(=O)N1CC(c1ccccc1)c1ccccc1 (configuration not stated)
→ -13%, -5%, 16%, -2%, 4%, 15%, -2%, 5%, u
- CCOCCCNC(=O)C(=O)Nc1c2c(nn1-c1ccccc1)CSC2
→ -2%[60.1 µM], x, -21%, -13%, -17%, 2%, 6%, 0%, -22%[59 µM]
- COc1cc(OC)cc(Oc2ccc(S(=O)(=O)N3CCCCC3)cc2[N+](=O)[O-])c1
→ -2%, 8%, 10%, -2%, 35%[activator], -27%, -18%, -7%, 79µM*
- CCN(C(=S)NCCOC)c1cccc2ccccc12
→ -12%, 5%, 7%, -5%, 43%[activator], -32%, -18%, -1%, -48%
- CCOc1ccccc1N1CN(Cc2ccccc2)CNC1=S
→ -17%, 20%, 29%, 0%, 11%[58.9 µM], -16%, 2%, -2%, 3%[12.7 µM]
- CCOC(=O)Cn1nc(-c2ccc(Cl)cc2)cc1N
→ -1%, -1%, 0%, 4%, 9%, 10%, -5%, -13%, -12%[12.7 µM]
- Cc1ccc(C(=O)Nc2c(-c3ccccc3)nc3ccccn23)cc1C
→ -2%, x, 20%, -19%, 3%, -5%, -2%, -7%, -10%[59 µM]

The listing continues:
Each structure is followed by: Pol kappa inh, APE1 inh, Pol beta inh, Apoferritin bind, POLI inh, BAZ2B block, Pol eta inh, BLM helicase inh, G9a block
- CN(C)c1ccc(-c2ccncc2)cc1
→ x, -2%, -14%, -5%, x, 4%, x, -1%, 8%[2.33 µM]
- O=C(CCOc1cccc(Br)c1)NNC(=O)COc1ccc(F)cc1
→ -13%, 9%, x, x, 26%, -3%, -21%, x, 5%
- CNS(=O)(=O)c1cccc(C(=O)OCc2csc(-c3ccccc3)n2)c1
→ -16%, 3%, 12%, -22%, -2%, -7%, -19%, -14%, 17%[59 µM]
- COc1ccc(CCNC(=O)C2CCN(S(=O)(=O)c3ccc(-n4cnnn4)cc3)CC2)cc1OC
→ -14%, -1%, 4%, -8%, -2%, 2%, -17%, 0%, 4%
- CCN(C(=O)COC(=O)C1CCN(S(=O)(=O)c2cccs2)CC1)c1ccccc1
→ 1%, -2%, 18%, -7%, 83%[activator], -5%, -12%, -3%, -4%
- COCCCNC(=S)Nc1cc(C)c(C)cc1C
→ 1%, -7%, 1%, 3%, 49%[activator], -4%, -16%, -1%, u
- CCOC(=O)c1ccc(NC(=O)c2cc(=O)[nH]c3ccccc23)cc1
→ 4%, -1%, 5%, -18%, 21%, -5%, -4%, -1%, 3%
- OCCC1CN(Cc2cccnc2)CCN1CCc1ccccc1 (configuration not stated)
→ -2%, -2%, 13%, -6%, 5%, 5%, -3%, -2%, -8%
- CCOc1ccc(CNC(=O)CCCC(=O)n2nc(C)c3ccccc32)cc1
→ 7%, 1%, 1%, 5%, -7%, 1%, 5%, -7%, 21%
- NC(=O)COC(=O)C1CSC2(c3ccc(F)cc3)CCC(=O)N12 (configuration not stated)
→ -19%, 4%[12.4 µM], 39%, 7%, -17%, 12%, -9%, 1%, -6%[59 µM]
- CCOC(=O)CCc1c(C)c2ccc(OCc3ccc([N+](=O)[O-])cc3)cc2oc1=O
→ 5%, -4%, 19%, -11%, -12%, 2%, -14%, 0%, -1%
- CC1(C)N=C(N)N=C(N)N1c1cccc(C(=O)O)c1
→ 5%, 19%, -1%, -12%, 28%, u, -14%, -2%, -46%[59 µM]
- CCc1ccccc1SCc1noc(C(=O)NCC2CCCO2)c1C(=O)O (configuration not stated)
→ 7%, 11%, 15%, -10%, -8%, -33%, -1%, -14%, -2%[0.0925 µM]
- COCCCNC(=O)C1CCN(Cc2cc3ccccc3n2Cc2cccc(Cl)c2)CC1
→ -5%[60.1 µM], x, -25%, -8%, 16%, -26%, u, -4%, u
- Cc1c(CCOC(=O)c2cc([N+](=O)[O-])ccc2Cl)sc[n+]1CCCCS(=O)(=O)[O-]
→ -44%, -9%, u, -1%, u, -13%, u, 0%, -5%
- Cn1c(=O)oc2cc(S(=O)(=O)NCCCN3CCCC3=O)ccc21
→ -10%, -5%, 3%, -2%, 7%, 20%, -15%, 0%, 2%
- Cc1ccccc1Cn1ccn(-c2ccc(F)c(F)c2)c(=O)c1=O
→ 1%, x, -14%, -9%, 17%, -31%, 2%, -11%, u
- N#CN=C1SCCS1
→ -6%, 1%, 12%, -12%, 2%, -3%, -18%, -4%, u
- Cc1ccc(C(=O)C(C)OC(=O)Cn2c(C)csc2=O)cc1 (configuration not stated)
→ -12%, 14%, 15%, -9%, 17%, -19%, -1%, -3%, u
- CC1C=CCC2C(=O)N(c3cccc(C(=O)NCCc4ccccc4)c3)C(=O)C12 (configuration not stated)
→ -20%, 13%, -10%, -18%, 2%, -21%, -20%, -10%, u

One compound at a time, from the list above. Values in the order: Pol kappa inh | APE1 inh | Pol beta inh | Apoferritin bind | POLI inh | BAZ2B block | Pol eta inh | BLM helicase inh | G9a block
Profile of CCc1ccccc1SCc1noc(C(=O)NCC2CCCO2)c1C(=O)O (configuration not stated) → 7% | 11% | 15% | -10% | -8% | -33% | -1% | -14% | -2%[0.0925 µM]
Profile of CCN(C(=O)COC(=O)C1CCN(S(=O)(=O)c2cccs2)CC1)c1ccccc1 → 1% | -2% | 18% | -7% | 83%[activator] | -5% | -12% | -3% | -4%
Profile of NC(=O)COC(=O)C1CSC2(c3ccc(F)cc3)CCC(=O)N12 (configuration not stated) → -19% | 4%[12.4 µM] | 39% | 7% | -17% | 12% | -9% | 1% | -6%[59 µM]
